Giardia killer: kills Giardia lamblia. Giardia lamblia trophozoite viability. activity change, % at 7.66 µM, hits read low. 0.15% of 340,000 active. AID 540267; in the data active = activity change below about -80%; inconclusive = between about -30% and that limit;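 note: parasites exposed to compound for two days anaerobically before the ATP read; % is set by controls: 0 for no effect and ±100 for the full control effect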
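Trophozoites 100 cells/well + cpd; 48 hrs, 37 deg C, anaerobic. ATPLite 1-Step added, 15-30 min RT, luminescence read (ATP-based viability).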
MLL CXXC-DNA inh: MLL CXXC-DNA interaction inhibition; Q03164; MLL-CXXC / FITC-HOXA9 DNA fluorescence polarization; Potency, µM (highest dose often 115 µM), inactives show at the highest dose activity change, negative = inhibition, usual class: inhibitors; 0.037% of 290,000 active; AID 2662; active = well fitted inhibition curve with a large enough effect in the polarisation, with a control signal flat, not every such curve was filed as active; inconclusive = small, poorly fitted or top-dose-only effect, or effect the other way, or a change in a side signal; inactive = no such curve, though single readings can be large or run the other way; the % refers to the polarisation; note: potency is the fitted concentration of half-maximal effect
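Purified MLL-CXXC (added from a 7 uM solution) was preincubated 5 min at ambient with pinned compounds in 50 mM Tris-HCl pH 7.5, 50 mM NaCl, 1 mM DTT, 0.05% BSA. Fluorescein-labeled HOX-A9 DNA (50 nM solution) followed, 30 min, then polarization read.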
KCNH2 3.1 inh: blocks the human KCNH2 3.1 channel isoform | U2OS KCNH2 3.1, thallium flux FluxOr; stronger effect = lower value | activity change, % (tested at about 1.8 µM) | AID 720553 | 0.95% of 340,000 active;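 active = maximum activity change below -70%; inconclusive = maximum activity change from -70% to -50%; inactive = maximum activity change above -50%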;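 note: thallium influx rate constant from kinetic fluorescence after stimulation buffer; % is set by controls: 0 for no effect and ±100 for the full control effect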
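Channel expression came from 3.1 mutant virus (1.77 x 10^8 /mL) applied to suspended U2OS cells for 4 h. Flux was tracked with FluxOr dye plus Red40 quencher, and kinetic rate constants normalized to controls.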
PKM2 act: activators of human pyruvate kinase M2 | purified PKM2, Kinase-Glo ATP luminescence, activation; response scale: 0% is enzyme alone, no compound | Potency, µM (highest dose often 57.5 µM), inactives show at the highest dose activation, actives largely listed as activators | 0.34% of 260,000 active | AID 1631; note: potency is the fitted concentration of half-maximal effect; % is set by controls: 0 for no effect and ±100 for the full control effect; nearly all actives have a fitted effect of over 55% in size
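Purified hPK-M2 (>95% pure) converted ADP (0.1 mM final) to ATP with 0.5 mM PEP in 50 mM imidazole pH7.2, KCl, MgCl2, Tween 20, BSA; 1 h at room temperature. ATP detected by Kinase-Glo luminescence.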
USP2a inh: blocks human ubiquitin-specific protease USP2a; USP2 core, Ub-CHOP2 coupled fluorogenic reporter, 485/531; Potency, µM (highest dose often 38.3 µM), inactives show at the highest dose activity change, negative = inhibition, most hits filed as inhibitors; 0.01% of 330,000 active;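 note: potency is the fitted concentration of half-maximal effect; plate controls were DMSO wells for no effect and full inhibition by NEM control for full effect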
Target sequence (O75604 whole entry, looked up): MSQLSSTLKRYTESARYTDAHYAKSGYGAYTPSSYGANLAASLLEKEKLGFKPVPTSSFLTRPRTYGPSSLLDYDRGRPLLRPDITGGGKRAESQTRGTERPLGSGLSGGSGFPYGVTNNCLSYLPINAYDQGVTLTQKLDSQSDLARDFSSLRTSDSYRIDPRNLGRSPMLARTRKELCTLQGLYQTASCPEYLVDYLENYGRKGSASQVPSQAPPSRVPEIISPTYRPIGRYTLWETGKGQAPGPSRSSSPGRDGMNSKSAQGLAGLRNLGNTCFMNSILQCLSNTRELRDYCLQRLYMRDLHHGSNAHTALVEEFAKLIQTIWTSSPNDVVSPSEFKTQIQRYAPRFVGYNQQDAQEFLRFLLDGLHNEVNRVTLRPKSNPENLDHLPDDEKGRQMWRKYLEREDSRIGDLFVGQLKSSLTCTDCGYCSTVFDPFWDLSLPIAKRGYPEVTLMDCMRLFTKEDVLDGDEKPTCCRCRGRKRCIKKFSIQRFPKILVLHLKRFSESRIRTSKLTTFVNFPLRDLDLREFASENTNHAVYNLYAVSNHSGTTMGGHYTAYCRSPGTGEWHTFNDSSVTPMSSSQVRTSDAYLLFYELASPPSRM
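USP2 core (10nM final) preincubated 30min RT with compound in 20mM Tris-HCl pH 8.0, 2mM CaCl2, 2mM beta-mercaptoethanol, 0.05% CHAPS; 25nM Ub-CHOP2 plus 25nM reporter substrate added, fluorescence (Ex485/Em531) read after 60min.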
B2AR arrestin: beta2AR (human) beta-arrestin recruitment activity; P07550; beta-arrestin recruitment to beta2AR, cell-based reporter; Potency, µM (titrated, usually from 46.1 µM), for the others: top-dose activation, most hits filed as activators; 0.02% of 330,000 active; AID 492947;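 note: potency is the fitted concentration of half-maximal effect; 0% = DMSO controls and full agonism = EC100 isoproterenol or metaproterenol; nearly all actives have a fitted effect of over 65% in size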
Target sequence (P07550 whole entry, looked up): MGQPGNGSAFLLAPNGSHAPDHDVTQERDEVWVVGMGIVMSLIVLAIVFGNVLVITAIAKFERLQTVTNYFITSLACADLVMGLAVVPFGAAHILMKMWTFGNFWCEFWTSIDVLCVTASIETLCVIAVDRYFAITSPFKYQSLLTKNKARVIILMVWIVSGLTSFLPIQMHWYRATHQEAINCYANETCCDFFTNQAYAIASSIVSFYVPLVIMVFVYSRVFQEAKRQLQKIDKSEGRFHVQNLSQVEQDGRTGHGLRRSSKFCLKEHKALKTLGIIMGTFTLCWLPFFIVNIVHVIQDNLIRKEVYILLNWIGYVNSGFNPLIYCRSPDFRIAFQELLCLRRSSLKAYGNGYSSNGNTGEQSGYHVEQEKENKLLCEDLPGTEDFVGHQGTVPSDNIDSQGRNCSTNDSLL
hERG WT inh: blocks the wildtype human KCNH2 potassium channel. U2OS, BacMam KCNH2, thallium flux FluxOr; stronger effect = lower value. 0.37% of 340,000 active. Q12809. activity change, % at 1.84 µM;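 active = maximum activity change below -70%; inconclusive = maximum activity change between -70% and -50%; inactive = maximum activity change above -50%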; note: % is set by controls: 0 for no effect and ±100 for the full control effect
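U2OS cells transduced with wild-type KCNH2 virus are loaded with FluxOr dye for 45 min, and thallium flux is measured in kinetic reads before and after stimulation buffer. Rate constants are normalized to DMSO controls.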
FBPA coupling cs: counter-screen for Giardia aldolase inhibitors: coupling enzyme system. coupling enzyme system counterscreen, AmpLite Red fluorescence. 0.67% of 290,000 active. activity change, negative = inhibition, % at 58.2 µM, hits read low; in the data active = activity change below about -30%; note: % is set by controls: 0 for no effect and ±100 for the full control effect
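Final compound at 57.5 uM, incubated 10 min at RT with coupling enzyme reagent (glyceraldehyde-3-phosphate), then 20 min with substrate and AmpLite Red detection. Fluorescence read at 525/598 nm; tests interference with the coupling assay, not aldolase inhibition.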
Menin MLL FP TR: inhibitors of human menin-MLL interaction, mutant MLL peptide; Menin + Texas Red MLL mutant peptide, fluorescence polarization; Potency, µM (top dose mostly 61.6 µM), without a hit: at the highest dose FP activity change, negative = inhibition, usual class: inhibitors; AID 1768; 0.23% of 270,000 active; active = well fitted inhibition curve with a large enough effect in the polarisation, with a control signal flat, not every such curve was filed as active; inconclusive = small, poorly fitted or top-dose-only effect, or effect the other way, or a change in a side signal; inactive = no such curve, though single readings can be large or run the other way; the % refers to the polarisation; note: potency is the fitted concentration of half-maximal effect; % of control where 0% means no effect; many of its hits are not listed in these tables
TRPV1 agonist: activates the human vanilloid receptor TRPV1; Q8NER1; TRPV1-expressing cells, Fluo-8 calcium influx, agonist mode; activation, % at 8.33 µM; 0.19% of 320,000 active; AID 540275; in the data active = activation above about 80%; inconclusive = between about 30% and that limit; note: 0% is about no effect
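TRPV1-expressing cells were cultured overnight at 35.5C and loaded with Fluo-8 calcium dye for 40 to 90 min at room temperature. After a 10 s baseline, compound was added and calcium influx was read kinetically for 3 min (ex 480/em 520 nm).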
GALK inhibitor: inhibitors of human galactokinase. 0.007% of 270,000 active. Purified GALK, Kinase-Glo residual ATP luminescence. AID 1868. P51570. Potency, µM (series often up to 57.5 µM), for inactives: top-dose activity change, negative = inhibition, hits mostly inhibitors; note: potency is the fitted concentration of half-maximal effect; % is set by controls: 0 for no effect and ±100 for the full control effect
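Quantitative HTS: GALK 5 nM, ATP 35 uM, galactose 100 uM, 1 h room temperature, then luciferase-based ATP detection.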
The depositor's hits bear a star; ? = inconclusive; . = not tested or not shown; [ ] = remark or other dose. Unless noted, calls come from the whole dose curve; as a rule, active = well fitted curve in the direction sought with a large enough effect; inconclusive = small, poorly fitted or top-dose-only effect, or another doubt; inactive = no such curve, though single readings can be large; an effect the other way counts as inactive or inconclusive.

SMILES	Giardia killer	MLL CXXC-DNA inh	KCNH2 3.1 inh	PKM2 act	USP2a inh	B2AR arrestin	hERG WT inh	FBPA coupling cs	Menin MLL FP TR	TRPV1 agonist	GALK inhibitor
Cc1ccccc1C(=O)NNC(=O)C(=O)N1CCCCC1	11	11%	2	1%	6%	-0.6%	-7	4	4%	0	1%
CCN(CC)c1ccc(C=Nc2ccc(C#N)cc2)c(O)c1	1	2%	-40	2%	-1%	-0.1%	-5	-13	?	1	11%
CS(=O)(=O)N(Cc1ccccc1F)c1ccccc1	-4	9%	12	8%	-1%	-1.1%	1	-3	-2%	2	0%
Cc1sc2ncn(CC(=O)NC3CCCCC3)c(=O)c2c1C	10	.	23	.	-4%	-0.2%	0	.	.	0	.
CC1(C)CC(=O)C2=C(C1)NC1=C(C(=O)c3ccccc31)C2c1ccc(Cl)cc1 (stereo not given)	-1	2%	-9	10%	-8%	5.7%	-1	-17	?	?	2%
Cc1nc(NC(=O)/C=C/c2ccccc2)n[nH]1	-12	17%	-35	-5%	1%	-0.2%	-8	0	-3%	0	-2%
Cc1ccc2nc(N/C(=N/S(=O)(=O)c3cccs3)c3ccccc3Cl)sc2c1	5	16%	-11	-5%	1%	0.0%	8	13	16%	0	6%
CCOc1ccc(C(C)C)cc1S(=O)(=O)N1CCOCC1	-6	-9%	18	-1%	4%	0.0%	-5	0	-11%	17	1%
Cc1ccc(CCCOC(=O)C[N+]2(C)CCOCC2)cc1	1	9%	-2	-1%	0%	0.0%	0	2	-2%	0	-1%
O=C(COC(=O)c1ccc(O)cc1)Nc1ccccc1[N+](=O)[O-]	3	15%	2	1%	2%	2.6%	5	7	-7%	-1	9%
Cc1c(C(=O)N2CCCCC2)c(S(=O)(=O)N2c3ccccc3CC2C)c(C)n1C (stereo not given)	-13	53%[activator]	2	.	3%	-0.3%	-9	3	-1%	3	0%
CC(C)Cn1cnc2c1c(=O)n(CC(=O)N(C)C)c(=O)n2Cc1ccccc1	-6	0%	-2	1%	4%	-1.0%	-6	0	-3%	1	1%
O=S(=O)(c1ccc2ccccc2c1)N1CCCCCC1	-5	-3%	-2	10%	-6%	-0.7%	-1	7	-17%	-4	0%
CCc1nc(C)ccc1OCC(=O)O	-14	4%	-8	2%	1%	0.0%	0	2	25%	-6	-3%
COC(=O)c1onc(-c2c(OC)cc(OC)cc2OC)c1C(=O)OC	-6	5%	1	2%	2%	-1.4%	19	0	5%	-2	1%
O=C1c2ccccc2C(=O)N1CCc1csc(NNc2nc(CCN3C(=O)c4ccccc4C3=O)cs2)n1	-10	-7%	27	-6%	1%	-0.1%	3	2	?	-3	0%
S=C(c1ccc(-c2ccc(Cl)cc2Cl)o1)N1CCCCC1	1	-5%	-12	6%	1%	-0.6%	-1	-2	-1%	2	-2%
COCCCN1C(=O)CS/C1=N\S(=O)(=O)c1ccccc1	-22	6%	2	20%	0%	-1.1%	3	0	.	1	-3%
Oc1ccccc1OCC(O)c1ccccc1 (stereo not given)	-6	50%	-7	.	2%	-0.3%	8	2	0%	2	-1%
CN1CCN(c2ccc(NC(=O)c3ccc(-c4cccc([N+](=O)[O-])c4)o3)cc2)CC1	3	-15%	-2	-3%	-1%	0.4%	5	0	-15%	13	-1%
CCOC(=O)CSc1nnc(CNC(=O)c2ccco2)n1C	3	-12%	28	-6%	0%	-0.4%	-1	1	16%	1	1%
O=C1CN(S(=O)(=O)c2ccccc2)c2ccccc2N1	-24	0%	0	-15%	0%	-1.1%	2	2	-15%	26	1%
Cc1cc(C)c(C#N)c(SCC(=O)N(C)C2CCCCC2)n1	-10	-8%	-2	12%	-2%	0.4%	-1	7	-2%	13	-1%
COc1ccccc1/C=C1\S/C(=N/NC(=O)c2cccc(Br)c2)NC1=O	-16	51%[activator]	-11	0%	-17%	0.1%	-2	4	?	-2	-29%
COCCNC(=O)c1c[nH]c2ccc(S(=O)(=O)N3CCc4ccccc43)cc2c1=O	7	-1%	7	?	-3%	0.0%	-13	-1	0%	5	-1%

New compounds follow
SMILES	Giardia killer	MLL CXXC-DNA inh	KCNH2 3.1 inh	PKM2 act	USP2a inh	B2AR arrestin	hERG WT inh	FBPA coupling cs	Menin MLL FP TR	TRPV1 agonist	GALK inhibitor
CCOCCCn1cnc2c(c1=O)c1nc3ccccc3nc1n2-c1ccc(C)cc1	2	8%	-4	-2%	-1%	0.5%	3	3	9%	3	0%
CCOc1ccc(OCc2cccc(C(=O)N/N=C/c3cccnc3)c2)cc1	5	-5%	1	4%	2%	-0.5%	-2	0	6%	9	4%
COc1ccc(C2CC(=O)Nc3ccccc3S2(=O)=O)cc1OC (stereo not given)	0	1%	-3	-21%	-2%	0.0%	-4	-1	-3%	0	0%
O=C1CC(N2CCN(S(=O)(=O)c3cccc(C(F)(F)F)c3)CC2)C(=O)N1Cc1ccccc1 (stereo not given)	14	1%	-14	-2%	-1%	0.2%	-9	-1	-1%	15	2%
COC(=O)C1=C(CSCc2ccccc2)NC(=O)NC1c1cc(C)ccc1C (stereo not given)	-9	14%	-4	2%	4%	0.0%	3	1	11%	6	-3%
CCOC(=O)C1=C(C)N=c2s/c(=C/c3ccc(OCC(=O)O)cc3)c(=O)n2C1c1ccc(SC)cc1 (stereo not given)	.	?	.	0%	13%	0.6%	.	7	?	6	-1%
COc1ccc2c(c1)C(=O)N1[C@H]3c4cc(C)ccc4OC[C@@H]3[C@H](c3ccccc3)[C@]1(C)C(=O)N2	14	.	0	.	0%	0.1%	-15	.	.	13	.
CCN(CC)S(=O)(=O)c1ccc(/C=C/C(=O)NC2CCCCC2)cc1	8	0%	-10	1%	-1%	0.3%	-9	1	-16%	29	-1%
O=C(CN(c1ccccc1)S(=O)(=O)c1ccccc1)NCCSc1nc2ccccc2s1	5	1%	-22	-6%	4%	0.0%	0	1	3%	22	.
C=CC[n+]1ccn(-c2nc3ccccc3nc2[N-]S(=O)(=O)c2cccs2)c1	-2	-1%	3	0%	4%	-0.2%	-3	0	.	-1	-2%
Cc1[nH]c(=S)[nH]c(=O)c1CCC1OCCO1	-14	7%	-7	-8%	8%	-0.2%	-5	0	2%	5	2%
O=C(O)C1=C[C@@H](c2coc3ccccc3c2=O)C[C@@H](OCc2ccc(CO)cc2)O1	9	?	.	1%	-1%	-0.4%	.	4	10%	3	8%
CC(=O)Nc1ccc(C(=O)N2CCc3cc4c(cc3C2C)OCCCO4)cc1 (stereo not given)	2	-12%	0	0%	0%	0.0%	0	1	-12%	-4	.
CC1(c2ccc(Cl)cc2)NC(=O)N(CC(=O)N2CCN(S(=O)(=O)c3ccccc3)CC2)C1=O (stereo not given)	2	.	-10	.	4%	-0.9%	-26	.	.	-4	.
COC(=O)c1ccc(-n2nnnc2SCC(=O)Nc2ccccc2C(=O)OC)cc1	7	?	-16	-3%	1%	0.5%	26	-2	-8%	6	-3%
COc1ccc(OC)c(CNC(=O)c2coc(=O)c3ccccc23)c1	-3	3%	15	1%	3%	-0.1%	5	-6	19%	0	14%
O=C(Cn1cc(C(F)(F)F)ccc1=O)NCC1CCCO1 (stereo not given)	-8	.	-7	.	-2%	-0.3%	-12	.	.	-2	.
O=C(Cc1ccccn1)c1ccc(F)cc1	-16	.	-22	.	1%	-0.1%	-12	.	.	3	.
Fc1cc2nccnc2cc1N1CCSCC1	7	0%	5	1%	2%	-0.2%	3	-4	-21%	14	2%
CC(=O)N/C(=C\c1ccccc1)C(=O)OCC(=O)NC(=O)c1ccccc1	-1	.	-2	.	-1%	-1.0%	-3	.	.	-3	.
CCC(=O)c1ccc(N2CCN(C(=O)COc3ccc(F)cc3)CC2)c(F)c1	-9	-3%	?	-1%	3%	0.2%	2	1	?	-1	2%
CC1=C(C(=O)Nc2ccccc2)C(c2ccc(C)o2)n2c(s/c(=C\c3ccco3)c2=O)=N1 (stereo not given)	-7	9%	-9	6%	4%	0.1%	-5	-2	?	16	-1%
CCCCOC(=O)n1c(SCC(=O)N(CC)CC)nc2ccccc21	8	-4%	4	3%	-1%	0.2%	-10	-1	?	24	-1%
COc1ccc(C(=O)Nc2ccc(C)cc2C(=O)c2ccccc2)cc1	-6	3%	-7	0%	3%	-0.4%	-15	0	-4%	3	-3%
CCCOc1ccc(-c2nc(C#N)c(N3CCc4ccccc4C3)o2)cc1	3	0%	-19	-3%	2%	0.0%	-3	-2	-2%	-1	-2%

From PubChem BioAssay

These rows are one share of the data; count on the stated rates, not on these rows.
